Screening data from PubChem BioAssay.
RGS7-Gao reg: RGS7-Galphao binding modulators, primary screen, biochemical, multiplexed bead flow cytometry. actives lie on both sides. AID 1439, 2008. hit rate 0.35% among 220,000. binding response (% of control), % at 10 µM; in the data active means binding response below about 49% or above about 150%; inconclusive means no clear call, values can overlap the other calls; inactive means in between;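 further: fluorescent Galphao held in activated GDP-AlF4 state binding bead-coupled RGS7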
Target sequence (P09471 whole entry, looked up): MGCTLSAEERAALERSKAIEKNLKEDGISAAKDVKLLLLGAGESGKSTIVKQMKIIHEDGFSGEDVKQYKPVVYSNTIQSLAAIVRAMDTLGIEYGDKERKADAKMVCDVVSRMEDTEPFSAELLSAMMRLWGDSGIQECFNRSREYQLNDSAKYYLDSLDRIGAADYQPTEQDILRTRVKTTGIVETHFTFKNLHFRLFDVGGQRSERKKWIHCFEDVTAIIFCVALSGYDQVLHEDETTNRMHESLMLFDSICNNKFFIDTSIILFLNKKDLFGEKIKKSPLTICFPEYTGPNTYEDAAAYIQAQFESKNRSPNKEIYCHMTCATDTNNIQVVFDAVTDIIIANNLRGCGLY
RGS4-Gao reg: modulators of RGS4 binding to Galphao, primary screen, biochemical, multiplexed bead flow cytometry; hit rate 0.33% among 220,000; Guanine nucleotide-binding protein G(o) subunit alpha (Homo sapiens), P09471; binding response (% of control), % at 10 µM; actives lie on both sides; in the data active means binding response below about 49% or above about 150%; inactive means in between;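 further: fluorescent Galphao activated with aluminum fluoride binding bead-coupled RGS4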
Mcl1 Bid PPI: Mcl-1/Bid binding inhibitors, primary screen, biochemical, TR-FRET, 1536-well | Induced myeloid leukemia cell differentiation protein Mcl-1 (Homo sapiens), Q07820 | TR-FRET Mcl-1/Bid-Dy647 peptide binding | inhibition, % at 21.7 µM | hit rate 0.97% among 220,000 | AID 1021, 2008;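 active means compounds that cut the binding signal by more than half at the single screening dose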;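 further: His-tagged Mcl-1 with europium anti-His antibody binding Bid BH3 peptide; 0% = Mcl-1 plus peptide wells and 100% = peptide-only wells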
Target sequence (Q07820 whole entry, looked up): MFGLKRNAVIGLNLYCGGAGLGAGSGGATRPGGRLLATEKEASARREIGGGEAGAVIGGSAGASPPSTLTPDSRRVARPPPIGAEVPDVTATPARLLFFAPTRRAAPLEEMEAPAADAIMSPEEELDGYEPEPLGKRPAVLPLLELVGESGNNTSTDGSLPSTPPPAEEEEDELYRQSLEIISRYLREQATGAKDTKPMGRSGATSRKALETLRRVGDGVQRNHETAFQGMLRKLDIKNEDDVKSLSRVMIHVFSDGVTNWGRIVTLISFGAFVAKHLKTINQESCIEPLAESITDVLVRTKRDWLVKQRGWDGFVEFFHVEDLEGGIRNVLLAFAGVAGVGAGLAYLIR
Bim-Bfl-1: inhibitors of Bim binding to Bfl-1, primary screen, biochemical, multiplexed, bead-based flow cytometry; Bcl-2-related protein A1 (Homo sapiens), Q16548; Bim-Bfl-1 binding inhibition; inhibition, % at 10 µM; hit rate 0.12% among 190,000;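 further: 0% = wells without compound plus tracer and 100% = blocker peptide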
Bcl-2 Bim block: inhibitors of Bim-Bcl-2 binding, primary screen, biochemical, multiplexed, human Bcl-2 family | Apoptosis regulator Bcl-2 (Homo sapiens), P10415 | hit rate 0.06% among 190,000 | AID 950, 2007 | inhibition, % at 10 µM | Bead-based flow cytometry, Bim peptide-Bcl-2 binding; in the data active means inhibition above about 40%; inconclusive means no clear call, values can overlap the other calls;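 further: 0% = no compound wells with probe peptide and 100% = reference peptide inhibitor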
Mcl1-Noxa inh: Mcl-1/Noxa binding inhibitors, primary screen, biochemical, TR-FRET, 1536-well; Induced myeloid leukemia cell differentiation protein Mcl-1 (Homo sapiens), Q07820; TR-FRET Mcl-1/Noxa peptide binding, 2 h; inhibition, % at 21.7 µM; hit rate 1.5% among 220,000; AID 1022, 2008;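 active means compounds that cut the protein-peptide binding signal by more than 50% relative to plate controls in a single-dose test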;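 further: His-tagged Mcl-1 with rhodamine Noxa BH3 peptide and terbium anti-His antibody; 0% = Mcl-1 plus Noxa peptide wells and 100% = peptide-only wells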
Mcl-1 Bim block: inhibitors of Bim peptide binding to Mcl-1, primary screen, biochemical, bead-based flow cytometry, multiplex | Induced myeloid leukemia cell differentiation protein Mcl-1 (Homo sapiens), Q07820 | Bim peptide-Mcl-1 binding | inhibition, % at 10 µM | hit rate 0.1% among 190,000 | AID 1009, 2008;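 further: 0% = no compound tracer wells and 100% = peptide blocker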
Bcl-B Bim block: inhibitors of Bim-Bcl-B binding, primary screen, biochemical, multiplexed, human Bcl-2 family | bead-based flow cytometry, Bim peptide-Bcl-B binding | hit rate 0.073% among 190,000 | inhibition, % at 10 µM | Bcl-2-like protein 10 (Homo sapiens), Q9HD36;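 further: 0% = tracer peptide without compound and 100% = reference inhibitor peptide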
Bcl-XL Bim block: inhibitors of Bim-Bcl-XL binding, primary screen, biochemical, multiplexed, bead flow cytometry, human Bcl-XL; hit rate 0.04% among 190,000; inhibition, % at 10 µM; Bim peptide-Bcl-XL binding, fluorescence; Bcl-2-like protein 1 (Homo sapiens), Q07817
Target sequence (Q07817 whole entry, looked up): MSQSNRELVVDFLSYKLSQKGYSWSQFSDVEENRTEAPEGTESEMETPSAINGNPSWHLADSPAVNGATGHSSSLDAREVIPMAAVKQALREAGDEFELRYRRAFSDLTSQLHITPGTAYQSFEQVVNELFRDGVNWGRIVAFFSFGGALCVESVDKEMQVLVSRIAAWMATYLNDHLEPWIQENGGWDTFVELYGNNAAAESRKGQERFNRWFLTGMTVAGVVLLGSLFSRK
Bcl-W Bim block: inhibitors of Bim binding to Bcl-W, primary screen, biochemical, multiplexed, bead-based flow cytometry; hit rate 0.02% among 190,000; inhibition, % at 10 µM; Bim peptide-Bcl-W binding; Bcl-2-like protein 2 (Homo sapiens), Q92843;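 further: 0% = bound tracer without compound and 100% = peptide blocker; higher means less fluorescent Bim peptide bound to Bcl-W beads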
RGS8-Gao: RGS8-Galphao binding modulators, primary screen, biochemical, multiplexed bead flow cytometry; Guanine nucleotide-binding protein G(o) subunit alpha (Homo sapiens), P09471; actives lie on both sides; response (percent of control binding), % at 10 µM; hit rate 0.34% among 220,000; AID 1423, 2008; in the data active means response below about 60% or above about 140%; inactive means in between;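 further: Galphao activated as the GDP aluminium fluoride complex binding bead-coupled RGS8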
* marks the source's active call; other numbers are inactive results; ? = inconclusive; . = no result given. Unless noted, no stated cut-off is given here; in the data, active means inhibition above about 40%.

molecule,Bim-Bfl-1,Mcl1 Bid PPI,RGS4-Gao reg,RGS7-Gao reg,Bcl-XL Bim block,Bcl-W Bim block,Mcl-1 Bim block,Bcl-B Bim block,RGS8-Gao,Bcl-2 Bim block,Mcl1-Noxa inh
Cn1c(C(=O)N2CCCC(C(=O)NCc3ccc4c(c3)OCO4)C2)cc2sccc21 (configuration not stated),-8,6,99,94,-3,2,1,-3,96,-8,-5
COCCOC(=O)c1c(C)oc2ccc(OC(=O)c3ccco3)cc12,0,2,100,99,-1,2,-3,6,109,-4,-4
Cc1ccc(S(=O)(=O)N(C)c2ccc(OCC(=O)OCc3c(C)noc3C)cc2)cc1,-16,-6,104,103,-12,-1,-4,-18,105,-13,-7
COc1ccc(C(C(=O)NC2CCCC2)N(C(=O)c2snc(-c3ccc(F)cc3)c2N)c2ccccc2)cc1 (configuration not stated),0,-32,100,100,3,1,0,-2,96,-2,-17
COc1ccc(C2=CC(=O)C=CC2=O)cc1,.,15,93,?,.,.,.,.,71,.,87*
CCOC(=O)c1ccc(N2C(=O)CC(N3CCC(Nc4ccc(F)cc4)CC3)C2=O)cc1 (configuration not stated),-17,-106,100,100,-13,2,-5,-8,103,-11,21
COc1cc(-c2nnc(SCC(=O)N(C)C3CCS(=O)(=O)C3)o2)cc(OC)c1OC (configuration not stated),-5,-10,102,99,-5,-2,-2,-5,104,-4,-2
NC(=O)CSc1nc2ccc([N+](=O)[O-])cc2[nH]1,-6,-26,101,102,-4,-2,0,-6,101,-4,15
c1ccc(CC2CCN(Cc3nc(-c4ccccc4)no3)CC2)cc1,-10,11,101,97,-4,0,0,-6,102,-6,14
COc1ccccc1OCC(=O)N1CC2(C)CC1CC(C)(C)C2 (configuration not stated),-9,-36,96,97,6,4,2,-6,96,-3,-3
Cn1cc([N+](=O)[O-])c(C(=O)NNC(=O)c2ccc([N+](=O)[O-])cc2Cl)n1,-4,-5,104,?,-1,2,0,-3,102,-1,12
CC(C)c1cc(C(=O)Nc2cc(Br)ccc2O)no1,-5,-5,102,100,-2,1,2,-3,100,0,9
CCn1c(COc2cccc(C)c2)nnc1SCC(=O)N1CCCC1,-10,-13,102,100,-2,2,2,-4,101,0,-7
COc1ccc(-c2c3c(=O)n(C)c(=O)n(C)c3cn2-c2cc(OC)ccc2OC)cc1,0,-45,107,104,1,1,0,-5,101,2,4
Cc1cc(-c2c(C)[nH]n(-c3ccccc3)c2=O)n(-c2ccccc2)n1,-9,-21,96,97,-1,0,2,-9,97,-1,21
O=Cc1c(N2CCC3(CC2)OCCO3)nc2ccccn2c1=O,.,-14,102,?,.,.,.,.,101,.,-3
COc1ccc(C(=O)N2c3ccc(F)cc3CCC2C)cc1OC (configuration not stated),-11,-3,96,102,-6,0,-2,-8,101,-7,-2
COc1cc(/C=N/Nc2snc(SC)c2C#N)cc(OC)c1OC,-1,1,100,104,-1,-3,-2,-1,103,-1,47
COc1cc(C(C(=O)NC(C)(C)C)N(C(=O)CNC(=O)c2cccs2)c2ccccc2)cc(OC)c1OC (configuration not stated),-15,2,102,103,-9,0,-4,-11,101,-12,-3
CCC(C)NS(=O)(=O)c1ccc(OCC(=O)NCC2CCCO2)cc1 (configuration not stated),-16,-28,102,101,-6,0,0,-7,102,-5,0
C=CCn1c(CNC(=O)c2cccs2)nnc1SCC(=O)c1ccc(Br)cc1,-3,-21,107,107,-1,-1,-5,-4,103,-1,7
CS(=O)(=O)c1cccc(C(=O)NCc2ccc(F)cc2)c1,-10,-25,98,97,0,0,1,0,97,-1,11
CCOC(=O)C1=C(C)NC(=O)C1CC(=O)O (configuration not stated),-14,-19,100,98,-9,-3,-5,-14,106,-25,7
CCC(=O)N1CCN(c2ccccc2NC(=O)COc2cc(C)ccc2C(C)C)CC1,6,-15,98,96,0,1,2,2,92,-2,16
CCCCn1c(SCC(=O)NCc2ccco2)nc2cc(S(N)(=O)=O)ccc21,-1,-28,101,100,-3,-4,2,-3,100,0,-8
Cc1ccsc1C(=O)N/N=C/C=C/c1ccccc1[N+](=O)[O-],-1,-18,103,100,1,0,-1,-2,106,-2,9
CNC(=S)N/N=C/c1ccc(N(C)C)cc1,.,-16,109,?,.,.,.,.,102,.,-1
Cc1ccc2c(c1)NC(=O)C(N1CCOCC1)(C(F)(F)F)O2 (configuration not stated),-2,-32,97,95,0,0,-1,-1,100,0,14
Cc1cccc(CSc2nc(N)c(C#N)c(-c3cccs3)c2C#N)c1,0,-8,102,102,-1,0,0,-3,104,2,-67
NNC(=O)c1n[nH]c(=O)c2ccccc12,.,-3,102,?,.,.,.,.,100,.,-9
CNc1ccc(NC(C)=O)cc1[N+](=O)[O-],4,-15,94,100,-1,0,-4,-2,94,1,3
CCO[C@@H]1OC(C(=O)N2CCN(Cc3ccccc3)CC2)=C[C@H](C)[C@H]1CCCO,2,-3,119,121,2,0,0,3,110,0,-26
COc1ccc(S(=O)(=O)N2CCC(O)(c3cccnc3)CC2)cc1OC,5,-17,95,100,0,2,1,1,99,10,-1
CC(C)CC(NC(=O)C(NC(=O)C1OC2OC(C)(C)OC2C2OC(C)(C)OC12)C(C)C)C(=O)O (configuration not stated),-4,-44,95,104,1,0,0,-1,99,-1,27
COC(=O)[C@@H]1C[C@@H]2CC[C@@H](O)C[C@@H]2N1Cc1ccc(N2CCN(C)CC2)cc1,.,-80,102,?,.,.,.,.,99,.,-2
C=CCOc1nc(N(C)C)nc(N(C)C)n1,-18,-4,92,90,-11,-2,-3,-8,95,-11,-4
N#Cc1ccccc1NC(=O)Nc1cccc(Cl)c1,-2,6,99,100,-3,-2,-9,-3,101,-2,-6
C/C(=N\Nc1ccc(Cl)cc1)c1ccccn1,-9,-34,105,100,-6,0,0,-6,102,-3,17
COc1ccc2cc(C3(C)NC(=O)N(CC(=O)NCCC4=CCCCC4)C3=O)ccc2c1 (configuration not stated),8,-5,98,98,1,4,4,12,96,10,10
O=C1C2C3C=CC(C3)C2C(=O)N1c1cccc(-c2nc3ccccc3o2)c1 (configuration not stated),-10,-9,105,97,0,-1,-3,-9,99,-7,-22

Part of the list above in a different format.
Values run as follows: Bim-Bfl-1	Mcl1 Bid PPI	RGS4-Gao reg	RGS7-Gao reg	Bcl-XL Bim block	Bcl-W Bim block	Mcl-1 Bim block	Bcl-B Bim block	RGS8-Gao	Bcl-2 Bim block	Mcl1-Noxa inh
- CCOC(=O)C1=C(C)NC(=O)C1CC(=O)O (configuration not stated)
    -14	-19	100	98	-9	-3	-5	-14	106	-25	7
- CCC(=O)N1CCN(c2ccccc2NC(=O)COc2cc(C)ccc2C(C)C)CC1
    6	-15	98	96	0	1	2	2	92	-2	16
- CCCCn1c(SCC(=O)NCc2ccco2)nc2cc(S(N)(=O)=O)ccc21
    -1	-28	101	100	-3	-4	2	-3	100	0	-8
- Cc1ccsc1C(=O)N/N=C/C=C/c1ccccc1[N+](=O)[O-]
    -1	-18	103	100	1	0	-1	-2	106	-2	9
- CNC(=S)N/N=C/c1ccc(N(C)C)cc1
    .	-16	109	?	.	.	.	.	102	.	-1
- Cc1ccc2c(c1)NC(=O)C(N1CCOCC1)(C(F)(F)F)O2 (configuration not stated)
    -2	-32	97	95	0	0	-1	-1	100	0	14
- Cc1cccc(CSc2nc(N)c(C#N)c(-c3cccs3)c2C#N)c1
    0	-8	102	102	-1	0	0	-3	104	2	-67

The listing continues:
molecule,Bim-Bfl-1,Mcl1 Bid PPI,RGS4-Gao reg,RGS7-Gao reg,Bcl-XL Bim block,Bcl-W Bim block,Mcl-1 Bim block,Bcl-B Bim block,RGS8-Gao,Bcl-2 Bim block,Mcl1-Noxa inh
O=C(Cc1cn2ccsc2n1)Nc1nc2c(s1)CCCC2,-9,-3,102,99,-3,1,0,-5,103,-7,8
COc1ccc(C(=O)N/C(=C\c2ccco2)C(=O)NC2CCS(=O)(=O)C2)cc1 (configuration not stated),3,-11,102,100,-7,-6,-1,0,103,2,9
COc1ccccc1CNC(=O)c1ccccc1OC,-14,-19,102,101,-8,0,-2,-9,103,-7,19
Cc1ccc(OCC(=O)n2cnnc2N)c(C)c1,0,-5,102,97,-2,-1,-1,1,99,0,-1
COc1ccccc1CNC(=O)c1ccccc1N,-9,4,103,103,-12,5,0,-6,99,-2,8
CCOC(=O)C1CCCCN1Cc1cccc(OC)c1OC (configuration not stated),-8,-2,104,103,-7,-2,-2,-7,102,-13,7
Cc1ccc(NC(=O)Cc2cn3ccsc3n2)nc1,-4,-5,98,97,-1,-3,0,0,99,0,21
CC1CN(C(=O)Nc2ccc3snnc3c2)c2ccccc21 (configuration not stated),-8,-20,94,92,-4,-5,-1,-9,95,-6,18
COc1cc(C(=O)NC(=S)Nc2ccc(NC(=O)c3ccco3)cc2)cc(OC)c1OC,-7,-7,102,100,-6,-4,-4,-7,98,-7,24
COc1cc(S(=O)(=O)N(C)C)ccc1F,-25,-4,101,102,-8,-2,-5,-6,101,-12,-11
Cc1ccsc1C=Nc1c(C)n(C)n(-c2ccccc2)c1=O,-4,-23,100,102,-10,-4,-6,-5,101,-2,-19
